# High-throughput results deposited in PubChem BioAssay by NCI.
# yeast bub3 = NCI yeast anticancer drug screen, S. cerevisiae bub3 mutant strain; growth inhibition, % at 50 µM; actives 9.9% (n = 78,000); AID 167, 2004;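 also: 0% = growth of vehicle-only cultures of the same strain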
#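 Readout: yeast growth inhibition, expressed relative to vehicle-only wells. The test organism is a mutant strain from a panel with lesions in DNA repair or checkpoint genes.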
# mlh1 rad18 = NCI yeast anticancer drug screen, S. cerevisiae mlh1 rad18 strain; actives 11% (n = 79,000); AID 175, 2004; growth inhibition, % at 50 µM;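 also: 0% = growth of vehicle-only cultures of the same strain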
#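 Genetically defined yeast (DNA repair-deficient) exposed to compounds; growth inhibition determined relative to vehicle.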
# rad50 = NCI yeast anticancer drug screen, S. cerevisiae rad50 strain; growth inhibition, % at 50 µM; actives 10% (n = 79,000); AID 155, 2004;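 also: 0% = growth of vehicle-only cultures of the same strain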
#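 A DNA repair-deficient yeast mutant serves as the test organism; compound-induced growth inhibition is calculated against vehicle-treated cells.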
# mec2-1 = NCI yeast anticancer drug screen, S. cerevisiae mec2-1 strain; growth inhibition, % at 50 µM; actives 9% (n = 79,000); AID 157, 2004;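 also: 0% = growth of vehicle-only cultures of the same strain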
#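 mec2-1 yeast strain, carrying an alteration in DNA damage repair or cell cycle control, was exposed to compounds; growth inhibition was measured relative to vehicle-treated controls.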
# sgs1 mgt1 = NCI yeast anticancer drug screen, S. cerevisiae sgs1 mgt1 strain | growth inhibition, % at 50 µM | actives 10% (n = 78,000) | AID 161, 2004;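 also: 0% = growth of vehicle-only cultures of the same strain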
#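 Test agents were incubated with a DNA-repair-mutant yeast strain. Growth was then read and compared against vehicle-treated controls.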
# yeast cln2 rad14 = NCI yeast anticancer drug screen, S. cerevisiae cln2 rad14 strain | % growth inhibition at 50 µM | actives 8.3% (n = 78,000) | AID 165, 2004;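 also: 0% = growth of vehicle-only cultures of the same strain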
#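 Each compound was tested on cln2 rad14 yeast. Inhibition of growth was calculated against vehicle-exposed controls.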
# An asterisk follows results filed as active; & = joins results of further samples. Rule as the data show it: active = growth inhibition above about 70%; inactive = the rest.
SMILES,yeast bub3,mlh1 rad18,rad50,mec2-1,sgs1 mgt1,yeast cln2 rad14
CCCCOC(=O)C(=O)C(CCC(=O)c1ccc(C)cc1)C(=O)C=C(C)C (centres undefined),-22,-44,-36,-21,-28,-11
CCOC(=O)Cc1ccccn1,-15,-6,6,-22,-38,-14
CCc1nc2ccc(NCCN(C)C)c3c(=O)c4ccccc4n1c23,-4,84*,29,20,20,22
C=CCNC(=S)N(CCC#N)C1CCCCC1,31,17,3,35,9,-8
CCC(=O)NCC(=O)O,8,-6,-4,-11,-16,0
CCCCCCCCCCCCCCCC[N+](C)(C)CC(=O)O,99*,8,-12,1,-1,88*
Cc1cc(N)c2cc(OCCOc3ccc4nc(C)cc(N)c4c3)ccc2n1,94*,95*,97*,95*,92*,85*
CCCCCCCCOC(=O)C(C)O (centres undefined),-33,-20,-3,6,6,-7
CCOC(=O)c1nc2ccc(C(F)(F)F)cc2nc1NCc1ccc(F)cc1,13,-48,-14,8,21,10
N#CCc1c(-c2ccccc2)n(S(=O)(=O)c2ccccc2)c2ccccc12,-10,-5,4,-3,-21,8
Nc1ccccc1/C=C/c1ccnc2ccccc12,-18,48,4,3,24,10
O=C(C[n+]1ccccc1CCCO)c1ccc(F)cc1,3,8,4,-20,5,28
CC(=O)OCC1OC(n2c(-c3ccccc3)c(C(C)=O)c(-c3ccc(Cl)cc3)c(C#N)c2=S)C(OC(C)=O)C(OC(C)=O)C1OC(C)=O (centres undefined),4,-10,11,-13,2,11
O=C(/C=C/C(=O)c1ccc(O)cc1)Oc1ccccc1,13,18,33,-4,1,-15
Cc1ccc(NCCN)c2c(=O)c3cc(O)ccc3sc12,10,87*,86*,32,40,25
CCn1c2ccc(C(=O)CCCN3CCCCC3)cc2c2cc(C(=O)CCCN3CCCCC3)ccc21,13,-8,10,-18,14,-5
CC(C)OC(=O)Oc1cccc(OC(=O)OC(C)C)c1,8,9,3,-29,2,7
CN(C)C(=S)/N=c1\sn(C)/c(=N\C(=S)N(C)C)n1C,1,20,0,-6,-6,-76
CC(=O)NNC(=S)/N=C/C(C(=O)Nc1ccccc1)=C(/C)O,-30,-11,-24,-21,-18,4
O=C(Cc1ccccc1)OC(C(=O)c1ccccc1)c1ccccc1 (centres undefined),72*,-3,-16,10,0,-12
CC1=CC(=O)/C(=C/N2C(=O)/C(=C\c3cccc(O)c3)SC2=S)C(=O)O1,-37,-14,-28,-22,-18,-3
CCOC(=O)/C(C#N)=C/c1cccn1Cc1ccccc1,-2,-15,-11,9,3,-46
CN1CC2=C(C1)C(N(C(=O)c1ccc(-c3ccccc3)cc1)C(=O)c1ccc(-c3ccccc3)cc1)=NCN2,1,22,11,3,16,11
COC(=O)C1C2C=CC(C3C=CC32)C1C(=O)OC (centres undefined),3&-4,-1&3,3&6,2&5,-1&1,-37&14
O=C1CCC(C(Sc2ccccc2)(Sc2ccccc2)Sc2ccccc2)C1 (centres undefined),-2,-41,-5,-22,-22,-7
OCCC(CCN1CCOCC1)(c1ccccc1)C1(O)CCCC1 (centres undefined),61,74*,-3,45,74*,71*
CC(=O)c1coc2c(c(C)nn2-c2ccccc2)c1=O,-1,-3,-17,-14,-9,-14
COC(=O)C1(Cc2ccccc2C)Cc2ccc(C)cc2C1=O (centres undefined),64,66,49,26,65,32
Fc1ccccc1-c1nnc(-c2ccccc2)o1,-13,-5,6,-31,3,8
Cc1cc([N+](=O)[O-])cc(C)c1N,-4,7,2,-11,3,-15
CC(=O)NC(Cc1ccccc1)NC(=O)O (centres undefined),7,10,5,-1,12,-16
CCOCCCCS(=O)(=O)O,-3,21,14,-9,-4,-35
NC1CC(c2ccccc2)NC(c2ccccc2)C1 (centres undefined),-15,16,11,-3,-5,-8
O=C1NCCc2c1sc1ccccc21,-1,-7,-10,2,-1,2
N#C/C=C/c1cccc(F)c1,33,30,32,17,0,13
CC(=O)OCCC(C)Nc1ccnc2cc(Cl)ccc12 (centres undefined),-4,12,-12,-7,6,13
COc1ccc(/C=C2\CCc3ccccc3C2=O)cc1OC,88*,63,83*,60,85*,61
Cc1ccc(Sc2cccc3c2C(=O)c2c(Sc4ccc(C)cc4)cccc2C3(Br)c2ccccc2)cc1,0,0,14,-9,-3,-27
O=[N+]([O-])c1cccc(N=Cc2ccccc2O)c1,-7&1,-24&25,-3&17,-17&5,-3&16,1&4
C=CCOC(=O)C(CC=C)C(C)=O (centres undefined),-20,-11,3,-22,-17,-5
N#CC(c1ccc(N)cc1)c1ccc(F)cc1 (centres undefined),-1,26,16,-17,22,27
CCOC(=O)CNC(=O)C(CSSCC(NC(=O)OCc1ccccc1)C(=O)OC)NC(=O)C(NC(=O)OCc1ccccc1)C(C)C (centres undefined),-12,57,8,21,14,-2
Nc1nc(Cl)cc(NCCCCCNc2cc(Cl)nc(N)n2)n1,7,11,9,10,14,21
O=[N+]([O-])c1cccc2nc3ccccc3c(NCCCN3CCOCC3)c12,90*,98*,96*,97*,97*,98*
CC(C)N(C=C(C#N)C#N)C(C)C,4,5,16,8,0,-58
O=c1oc(-c2cc(-c3ccccc3)nc3ccccc23)nn1CN1CCCC1,21,40,-1,28,29,-32
CN(C)CCCNc1ccnc2c([N+](=O)[O-])cccc12,-38,16,47,-10,26,24
CCCCCCCCCC1OCC(C)(C)CO1,18,13,5,33,-3,-53
COc1cc([C@H]2OC[C@@H]3C(c4cc(OC)c5c(c4)OCO5)OC[C@H]23)cc(OC)c1OC (some centres undefined),-1,-53,-9,-35,-27,21
CC1=C(C(=O)NNC(=O)CC#N)CC(C(=O)NNC(=O)CC#N)=C(C)N1,-27,0,-28,-44,-21,-25
CCC(CC)C(=O)NC(O)C(Cl)(Cl)C(C)Cl (centres undefined),7,15,4,27,1,20
CC(=O)CC(=O)Nc1cc(C)ccc1C,-5,11,6,0,1,-11
C=C(C)CNC(=O)Oc1cccc(NC(=O)OC)c1,30,39,7,17,23,15
C=CCOC(=O)CCCCC(=O)OCC=C,20,0,3,4,4,6
[N-]=[N+]=NC1(Cc2ccccc2)C(=O)c2cccc3c2N(CCC3)C1=O (centres undefined),26,-11,4,9,-1,16
N#Cc1ccc(Oc2cccc(N)c2)cc1C#N,-5,1,-5,-22,-15,8
C=C(Br)CNC(=O)C(O)(c1ccccc1)c1ccccc1,5,-17,-4,4,0,-16
COc1ccc(C(=O)C(c2ccc(OC)cc2)C2(O)C(=O)Nc3c(Cl)cc(Cl)cc32)cc1 (centres undefined),91*,91*,91*,92*,90*,91*
COc1ccc(NC(=O)c2cccc([N+](=O)[O-])c2)cc1,4,6,8,23,25,2
CCOC(=O)c1cc(=O)c2cc(CC)ccc2[nH]1,-19,6,2,3,-5,-46

# More structures
SMILES,yeast bub3,mlh1 rad18,rad50,mec2-1,sgs1 mgt1,yeast cln2 rad14
CCCCCCCCCCOC(=O)c1ccccn1,43,62,34,43,38,17
CCCCCCCCCCCCSC(=O)CCC(=O)O,2,10,-50,-12,14,-30
CCOC(=O)c1ccc(-c2cccs2)[nH]1,27,-12,-35,-1,4,-1
O=C(Nc1ccc(Cl)cc1)c1cccc([N+](=O)[O-])c1O,-5,11,33,-8,71*,-22
CC(=O)O[C@H]1C[C@H]2[C@@H](OC(C)=O)/C=C3\C[C@](C)(C(=O)[C@H](O)C(=C1C)C2(C)C)[C@@H](O)C[C@@H]3OC(=O)[C@H](O)[C@H](c1ccccc1)N(C)C,-1,2,7,0,-9,-10
CCOC(=O)CC(=O)c1cccnc1,10&-18,29&-4,15&-2,-9&-3,12&-14,14&-39
CSC1=C(CCC(C)CCCC(C)CCCC(C)CCCC(C)CCCC(C)CCCC(C)C)C(=O)c2sccc2C1=O (centres undefined),12,-6,16,14,-1,-18
Cc1cc(C(=O)C=[N+]=[N-])c(CN2C(=O)c3ccccc3C2=O)c(=O)n1C,-14,1,-1,-10,-3,6
Cc1cccc(CO)c1,-18,-22,14,-29,-25,-57
N#Cc1cc(N2CCCCC2)ccc1[N+](=O)[O-],-4,0,3,-8,-6,-18
COc1cccc(C2=CCCCCC2)c1OC,-16,4,1,-13,-9,-23
CNCCN[C@@H]1c2cc3c(cc2[C@@H](c2cc(OC)c(O)c(OC)c2)[C@H]2C(=O)OC[C@@H]21)OCO3,87*,88*,79*,65,88*,82*
COC(=O)C1(NC(=O)C(CC(=O)OCc2ccccc2)NC(=O)OC(C)(C)C)CC1 (centres undefined),26,-19,-10,2,-12,18
CC(CC(N)C(=O)O)C(=O)O (centres undefined),-26&1,-17&-2,-5&0,-23&-5,-49&-2,-69&0
CO/N=C(\C(=O)Nc1cncs1)c1csc(NC(c2ccccc2)(c2ccccc2)c2ccccc2)n1,12,52,29,23,37,26
O=C(CSc1nc(-c2ccccc2)c(-c2ccccc2)[nH]1)N/N=C/c1ccc(O)cc1,6,-26,-8,-3,-12,-22
CN(C)CC1CCCC1=O (centres undefined),8&-1,11&5,1&7,-7&-1,-23&6,9&2
CCC1CSC(CC)C(=O)N1 (centres undefined),14,2,5,-7,6,-48
COc1ccc(/C=C(\Cl)c2ccc(OC)c(OC)c2)cc1OC,-36,-51,-18,-8,-41,-13

# Grouped by structure, the compounds so far containing sulfur (18)
SMILES,yeast bub3,mlh1 rad18,rad50,mec2-1,sgs1 mgt1,yeast cln2 rad14
C=CCNC(=S)N(CCC#N)C1CCCCC1,31,17,3,35,9,-8
N#CCc1c(-c2ccccc2)n(S(=O)(=O)c2ccccc2)c2ccccc12,-10,-5,4,-3,-21,8
CC(=O)OCC1OC(n2c(-c3ccccc3)c(C(C)=O)c(-c3ccc(Cl)cc3)c(C#N)c2=S)C(OC(C)=O)C(OC(C)=O)C1OC(C)=O (centres undefined),4,-10,11,-13,2,11
Cc1ccc(NCCN)c2c(=O)c3cc(O)ccc3sc12,10,87*,86*,32,40,25
CN(C)C(=S)/N=c1\sn(C)/c(=N\C(=S)N(C)C)n1C,1,20,0,-6,-6,-76
CC(=O)NNC(=S)/N=C/C(C(=O)Nc1ccccc1)=C(/C)O,-30,-11,-24,-21,-18,4
CC1=CC(=O)/C(=C/N2C(=O)/C(=C\c3cccc(O)c3)SC2=S)C(=O)O1,-37,-14,-28,-22,-18,-3
O=C1CCC(C(Sc2ccccc2)(Sc2ccccc2)Sc2ccccc2)C1 (centres undefined),-2,-41,-5,-22,-22,-7
CCOCCCCS(=O)(=O)O,-3,21,14,-9,-4,-35
O=C1NCCc2c1sc1ccccc21,-1,-7,-10,2,-1,2
Cc1ccc(Sc2cccc3c2C(=O)c2c(Sc4ccc(C)cc4)cccc2C3(Br)c2ccccc2)cc1,0,0,14,-9,-3,-27
CCOC(=O)CNC(=O)C(CSSCC(NC(=O)OCc1ccccc1)C(=O)OC)NC(=O)C(NC(=O)OCc1ccccc1)C(C)C (centres undefined),-12,57,8,21,14,-2
CCCCCCCCCCCCSC(=O)CCC(=O)O,2,10,-50,-12,14,-30
CCOC(=O)c1ccc(-c2cccs2)[nH]1,27,-12,-35,-1,4,-1
CSC1=C(CCC(C)CCCC(C)CCCC(C)CCCC(C)CCCC(C)CCCC(C)C)C(=O)c2sccc2C1=O (centres undefined),12,-6,16,14,-1,-18
CO/N=C(\C(=O)Nc1cncs1)c1csc(NC(c2ccccc2)(c2ccccc2)c2ccccc2)n1,12,52,29,23,37,26
O=C(CSc1nc(-c2ccccc2)c(-c2ccccc2)[nH]1)N/N=C/c1ccc(O)cc1,6,-26,-8,-3,-12,-22
CCC1CSC(CC)C(=O)N1 (centres undefined),14,2,5,-7,6,-48
